U2OS ROS induce: raises reactive oxygen species in U2OS cancer cells; AID 624156; U2OS ROS induction, H2DCF-DA fluorescence; 46,000 tested, 2% active; ROS induction (% of piperlongumine), % at 10 µM; in the data active = ROS induction above about 79%, passing the limit was not always enough;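 also: 0% = DMSO vehicle median and 100% = reference compound median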
The depositor's hits bear a star. Only part of the results is shown; rates above refer to the full screens.

| SMILES | U2OS ROS induce |
| --- | --- |
| O=c1cc(-c2ccccc2)oc2cc(Cl)cc(Cl)c12 | 56 |
| COC(=O)c1ccccc1NC(=O)CSc1nnc(-c2ccc(Cl)cc2)o1 | -2 |
| CC(=O)c1ccc(NC(=O)CSc2nnc(-c3cccs3)n2-c2ccccc2)cc1 | 3 |
| CN1CCN(c2ccccc2NC(=O)COc2ccccc2)CC1 | 8 |
| Cc1ccc(C(=O)Nc2ccccc2C(=O)N2CCCC2)cc1S(=O)(=O)N1CCOCC1 | -12 |
| C[C@@H]1CCCCO[C@H](CN(C)C(=O)Nc2ccccc2)[C@@H](C)CN([C@H](C)CO)C(=O)c2cc(NS(=O)(=O)c3ccc(Cl)cc3)ccc2O1 | 35 |
| CC(C)NC(=O)N(C)C[C@@H]1Oc2ccc(NC(=O)Nc3ccc(C(F)(F)F)cc3)cc2C(=O)N([C@H](C)CO)C[C@@H]1C | -5 |
| C[C@@H]1CCCCO[C@@H](CN(C)C(=O)Nc2ccc3c(c2)OCO3)[C@@H](C)CN([C@H](C)CO)C(=O)c2cc(NC(=O)C3CCCCC3)ccc2O1 | 24 |
| COc1c(C)c(O)c(C)c(O)c1C(=O)CCc1ccccc1 | -1 |
| COc1ccc([Si](C)(C)[C@@H]2[C@@H](CCO)O[C@]3(C(=O)N(Cc4ccccc4)c4ccc(N5CCCCC5=O)cc43)[C@H]2C)cc1 | 43 |
| O=C(Cn1cnc2scc(-c3ccc4ccccc4c3)c2c1=O)Nc1cccc(Cl)c1Cl | 34 |
| C=CCNC(=O)[C@@H]1[C@H]2C(=O)O[C@H](c3ccccc3)[C@H](c3ccccc3)N2[C@H](c2ccc(OCCO)cc2)[C@@]12C(=O)Nc1ccc(C#CCNC(N)=O)cc12 | -1 |
| C[C@@H]1CN([C@@H](C)CO)C(=O)c2cc(NC(=O)Cn3cnnn3)ccc2O[C@@H]1CN(C)C(=O)NC1CCCCC1 | -3 |
| C[C@H]1CN([C@@H](C)CO)C(=O)Cc2cc(NS(=O)(=O)c3ccc(Cl)cc3)ccc2O[C@@H]1CN(C)S(=O)(=O)c1cccs1 | 11 |
| Cc1nc2cc(NC(=O)NCc3ccco3)ccc2o1 | -9 |
| Cc1ccc(S(=O)(=O)c2c(C)nn(C(C)(C)C)c2OC(=O)c2ccccc2C(F)(F)F)cc1 | 3 |
| C[C@H]1CN([C@@H](C)CO)C(=O)Cc2cc(NS(=O)(=O)c3cn(C)cn3)ccc2O[C@H]1CN(C)C | 7 |
| C[C@H]1CN([C@@H](C)CO)C(=O)c2cccc(NC(=O)c3ccc(-c4nccs4)cc3)c2O[C@H]1CN(C)S(=O)(=O)c1cn(C)cn1 | -1 |
| COc1ccc(NC(=O)N(C)C[C@H]2OCc3cn(nn3)CCCC(=O)N([C@@H](C)CO)C[C@@H]2C)cc1 | -1 |
| CCn1c(SCC(=O)Nc2cccc(C(F)(F)F)c2)nnc1-c1c[nH]c2ccccc12 | -8 |
| COc1ccc(NC(=O)Nc2cccc3c2O[C@H](CN(C)C(=O)Nc2ccc4c(c2)OCO4)[C@H](C)CN([C@@H](C)CO)C3=O)cc1 | -11 |
| COc1ccc(NC(=O)N(C)C[C@@H]2Oc3ccc(NC(=O)NC(C)C)cc3CC(=O)N([C@H](C)CO)C[C@@H]2C)cc1 | -3 |
| CCOC(=O)CSc1nc2c(c(=O)n1-c1ccccc1OC)C1(CCCC1)Cc1ccccc1-2 | 1 |
| COc1ccc(NC(=O)Nc2ccc3c(c2)CC(=O)N([C@@H](C)CO)C[C@H](C)[C@H](CN(C)C(=O)Nc2ccccc2)O3)cc1 | 11 |
| C[C@@H]1CN([C@@H](C)CO)C(=O)c2cc(NC(=O)C3CC3)ccc2O[C@@H]1CN(C)Cc1ccc(C(=O)O)cc1 | -4 |
| C[C@@H]1CN([C@H](C)CO)C(=O)c2cccc(NS(=O)(=O)c3cn(C)cn3)c2O[C@H]1CN(C)Cc1ccc(-c2ccccc2)cc1 | 9 |
| CCCC(=O)NCc1nc2ccccc2n1C(C)c1ccccc1 (stereo unspecified) | -3 |
| CCn1ncc(NC(=S)NCc2ccco2)c1C(N)=O | -7 |
| COC(=O)COc1cccc(NC(=O)c2cccs2)c1 | -3 |
| C[C@@H]1CN([C@@H](C)CO)C(=O)c2cccc(NC(=O)Nc3ccc4c(c3)OCO4)c2O[C@@H]1CN(C)Cc1ccc2c(c1)OCO2 | -4 |
| Cc1cccc(S(=O)(=O)N(C)C[C@H]2OCc3cn(nn3)CCCC(=O)N([C@H](C)CO)C[C@H]2C)c1 | -8 |
| C[C@@H]1CN([C@@H](C)CO)C(=O)c2cc(NC(=O)Cc3ccccc3)ccc2O[C@@H]1CN(C)Cc1ccc(C(F)(F)F)cc1 | 13 |
| C[C@@H]1CN([C@H](C)CO)C(=O)c2cc(NC(=O)Cn3cnnn3)ccc2O[C@@H]1CN(C)S(=O)(=O)c1cccs1 | 22 |
| COc1ccc(S(=O)(=O)N(C)C[C@@H]2Oc3ccc(NC(=O)NC4CCCCC4)cc3C(=O)N([C@H](C)CO)C[C@@H]2C)cc1 | 3 |
| C[C@@H]1CN([C@@H](C)CO)C(=O)c2cc(NS(C)(=O)=O)ccc2O[C@H]1CN(C)Cc1ccc(C(F)(F)F)cc1 | 3 |
| CCc1nnc(NC(=O)c2ccc(N3C(=O)C4C5C=CC(C5)C4C3=O)cc2)s1 (stereo unspecified) | 2 |
| Cc1ccccc1-n1ccc(=O)[nH]c1=O | -10 |
| C[C@@H]1CN([C@H](C)CO)C(=O)Cc2cc(NC(=O)Nc3ccc(C(F)(F)F)cc3)ccc2O[C@@H]1CN(C)S(C)(=O)=O | 24 |
| Cc1noc(C)c1NC(=O)Nc1ccc2c(c1)C(=O)N([C@H](C)CO)C[C@H](C)[C@H](CN(C)S(C)(=O)=O)OCCCC[C@@H](C)O2 | 32 |
| CCn1c(SCC(=O)Nc2c(Cl)cc(Cl)cc2Cl)nnc1-c1ccc(OC)cc1 | -10 |
| CC(C)NC(=O)N(C)C[C@H]1Oc2ccc(NC(=O)CCC(F)(F)F)cc2CC(=O)N([C@@H](C)CO)C[C@H]1C | -9 |
| C[C@@H](O)[C@@H](O)[C@@H](O)C/C=N/NC(=O)CCCCCC(=O)Nc1ccccc1O | 11 |
| CNS(=O)(=O)c1cc(-c2nnc(Nc3ccc4c(c3)OCO4)c3ccccc23)ccc1C | 10 |
| CN1N=C2c3ccccc3CCC2C1c1ccc(C#N)cc1 (stereo unspecified) | -3 |
| C=CCN1C(=O)C2C3C=CC(C3)C2C1=O (stereo unspecified) | -1 |
| N#Cc1c(N)c(C#N)c(=S)n(CC2CCCO2)c1N (stereo unspecified) | 1 |
| C[C@H](CO)N1C[C@H](C)[C@H](CN(C)C(=O)Nc2ccc3c(c2)OCO3)Oc2c(NC(=O)c3cnccn3)cccc2C1=O | -14 |
| COc1cc(-c2nc3ccccc3s2)cc(Br)c1OCC(=O)O | 26 |
| COc1ccc(NC(=O)Nc2ccc3c(c2)C(=O)N([C@@H](C)CO)C[C@@H](C)[C@H](CN(C)C(=O)Nc2ccc(OC)cc2)O3)cc1 | -3 |
| COc1ccc(S(=O)(=O)N(C)C[C@H]2Oc3ccc(NC(=O)Cc4ccccc4)cc3CC(=O)N([C@@H](C)CO)C[C@H]2C)cc1 | 5 |
| C[C@@H]1CN([C@@H](C)CO)C(=O)c2cc(NS(=O)(=O)c3cccs3)ccc2O[C@@H]1CN(C)S(=O)(=O)c1cn(C)cn1 | 13 |
| C[C@@H]1CN([C@H](C)CO)C(=O)c2cccc(NC(=O)Nc3ccccc3)c2O[C@@H]1CN(C)Cc1ccc(C(=O)O)cc1 | -8 |
| O=C(/C=C/c1ccccc1)OC[C@]12O[C@H]1[C@@H](O)[C@@H]1C=CO[C@@H](O[C@@H]3O[C@H](CO)[C@@H](O)[C@H](O)[C@H]3O)[C@@H]12 | -1 |
| C[C@@H]1CN([C@H](C)CO)C(=O)c2cc(NC(=O)Nc3ccc(F)cc3)ccc2O[C@@H]1CN(C)C(=O)Nc1ccc2c(c1)OCO2 | 4 |
| Cc1ccc(N(C(=O)c2ccccc2C)S(=O)(=O)c2ccc(Cl)cc2)cc1 | 39 |
| Cc1ccc(C2c3c(oc4ccccc4c3=O)C(=O)N2c2nnc(C)s2)o1 (stereo unspecified) | -17 |
| C[C@@H]1CN([C@H](C)CO)C(=O)c2cccc(NC(=O)Nc3ccccc3)c2O[C@@H]1CN(C)S(=O)(=O)c1ccc(Cl)cc1 | -1 |
| Cc1noc(C)c1NC(=O)Nc1ccc2c(c1)CC(=O)N([C@H](C)CO)C[C@@H](C)[C@@H](CN(C)C(=O)Nc1cccc3ccccc13)O2 | -14 |
| O=C(COc1ccc(I)cc1)Nc1cccc(-c2nnc(-c3ccco3)o2)c1 | 39 |
| C[C@H](CO)N1C[C@H](C)[C@H](CN(C)C(=O)Nc2cccc3ccccc23)Oc2ccc(NC(=O)Nc3ccc4c(c3)OCO4)cc2CC1=O | -4 |

Reprinted from the part before: four compounds; new compounds follow.
| SMILES | U2OS ROS induce |
| --- | --- |
| C[C@@H]1CN([C@H](C)CO)C(=O)c2cccc(NC(=O)Nc3ccccc3)c2O[C@@H]1CN(C)S(=O)(=O)c1ccc(Cl)cc1 | -1 |
| Cc1noc(C)c1NC(=O)Nc1ccc2c(c1)CC(=O)N([C@H](C)CO)C[C@@H](C)[C@@H](CN(C)C(=O)Nc1cccc3ccccc13)O2 | -14 |
| O=C(COc1ccc(I)cc1)Nc1cccc(-c2nnc(-c3ccco3)o2)c1 | 39 |
| C[C@H](CO)N1C[C@H](C)[C@H](CN(C)C(=O)Nc2cccc3ccccc23)Oc2ccc(NC(=O)Nc3ccc4c(c3)OCO4)cc2CC1=O | -4 |
| Cc1cc(C(F)(F)F)nc(SCC(=O)Nc2cc(C(F)(F)F)ccc2Cl)n1 | 15 |
| CCOC(=O)C1=C(S)N(C#N)C(=O)C(C#N)C12CCNCC2 (stereo unspecified) | -29 |
| C[C@@H]1CN([C@H](C)CO)C(=O)c2cccc(NS(=O)(=O)c3cn(C)cn3)c2O[C@@H]1CN(C)CC1CC1 | -15 |
| COC(=O)c1cnn(-c2ccccc2)c1C=Nc1ccc(C)cc1 | -5 |
| C[C@H]1CN([C@@H](C)CO)C(=O)CCCn2cc(nn2)CO[C@H]1CN(C)S(=O)(=O)c1cccs1 | -7 |
| C[C@@H]1CN([C@@H](C)CO)C(=O)c2cc(N(C)C)ccc2O[C@H]1CN(C)S(=O)(=O)c1ccc(F)cc1 | 7 |
| C[C@H]1CN([C@@H](C)CO)C(=O)c2cc(NS(=O)(=O)c3cn(C)cn3)ccc2O[C@H]1CN(C)Cc1ccc(Oc2ccccc2)cc1 | 1 |
| C[C@@H]1CCCCO[C@@H](CN(C)CC2CC2)[C@@H](C)CN([C@H](C)CO)C(=O)c2cc(NC(=O)Cc3ccccc3)ccc2O1 | -3 |
| COC(=O)CCCCCCC(=O)N/N=C/C1(NC(=O)OC(C)(C)C)CCCC1 | 12 |
| C[C@@H]1CN([C@H](C)CO)C(=O)c2cccc(NC(=O)CCCCCC(=O)Nc3ccccc3N)c2O[C@H]1CN(C)C(=O)Nc1ccc(C(F)(F)F)cc1 | -1 |
| C[C@H](CO)N1C[C@H](C)[C@@H](CN(C)C(=O)Nc2ccc(F)cc2)Oc2c(NC(=O)c3cnccn3)cccc2C1=O | -8 |
| C[C@H](CO)N1C[C@H](C)[C@H](CN(C)C(=O)NC2CCCCC2)Oc2ccc(NS(C)(=O)=O)cc2C1=O | -1 |
| CS(=O)(=O)N(CC(=O)Nc1cc(Cl)cc(Cl)c1)c1ccc(Cl)cc1 | 37 |
| CC(C)NC(=O)Nc1ccc2c(c1)C(=O)N([C@@H](C)CO)C[C@@H](C)[C@H](CN(C)Cc1ccc(Cl)c(Cl)c1)O2 | -5 |
| c1ccc2c(c1)NC(c1ccc3c(c1)OCO3)S2 (stereo unspecified) | -11 |
| CCCN(C)C[C@@H]1OCc2cnnn2CCCC(=O)N([C@H](C)CO)C[C@H]1C | 0 |
| Cc1noc(C)c1NC(=O)N(C)C[C@H]1Oc2ccc(NS(=O)(=O)c3ccc(F)cc3)cc2C(=O)N([C@@H](C)CO)C[C@@H]1C | -8 |
| Cc1cc(S(=O)(=O)NCCC(=O)O)ccc1F | -9 |
| COC(=O)Cc1c(C)nc2nc(-c3ccccc3)[nH]n2c1=O | 0 |
| C[C@H]1CN([C@@H](C)CO)C(=O)c2cccc(NC(=O)Nc3ccccc3)c2O[C@@H]1CN(C)C(=O)Nc1ccc(C(F)(F)F)cc1 | -11 |
| N#CC1=C(N)N(c2ccccc2)NC1(C(F)(F)F)C(F)(F)F | 13 |
| CC(C)NC(=O)C1CCC(=O)N1Cc1ccccc1Cl (stereo unspecified) | -12 |
| OCCN(Cc1ccccc1)c1ncnc2c1sc1nc(N3CCOCC3)c3c(c12)CCCC3 | 59 |
| C[C@H]1CN([C@@H](C)CO)C(=O)c2cc(NS(=O)(=O)c3ccc(Cl)cc3)ccc2O[C@@H]1CN(C)Cc1ccncc1 | 14 |
| COc1ccccc1OCCNC(=O)c1ccc2c3c(cccc13)CC2 | 1 |
| O=C(CSc1ncnc2sc(-c3ccccc3)cc12)c1ccc2c(c1)OCCO2 | 3 |
| CCn1c(SCC(=O)c2ccc(OC)cc2)nnc1-c1ccc(C)cc1 | 2 |
| C[C@@H]1CCCCO[C@@H](CN(C)S(=O)(=O)c2cccs2)[C@@H](C)CN([C@H](C)CO)C(=O)c2cc(NS(=O)(=O)c3cn(C)cn3)ccc2O1 | 10 |
| C[C@H](CO)N1C[C@H](C)[C@H](CN(C)CC2CCCCC2)Oc2ccc(NC(=O)CCCCCC(=O)Nc3ccccc3N)cc2C1=O | 13 |
| Cc1noc(C)c1NC(=O)N(C)C[C@H]1Oc2c(NC(=O)c3nc4ccccc4s3)cccc2C(=O)N([C@@H](C)CO)C[C@@H]1C | 2 |
| COc1cc([N+](=O)[O-])ccc1NC(=O)c1ccccc1OCC(=O)NC(C)(C)C | 37 |
| COc1ccc(NC(=O)N(C)C[C@H]2Oc3ccc(NC(=O)Nc4ccc(F)cc4)cc3CC(=O)N([C@@H](C)CO)C[C@@H]2C)cc1 | -1 |
| COc1ccc(S(=O)(=O)N(C)C[C@H]2Oc3ccc(NC(=O)Nc4ccccc4)cc3CC(=O)N([C@@H](C)CO)C[C@H]2C)cc1 | 9 |
| O=C1C[C@@](C(=O)NCC(F)(F)F)(c2ccc([N+](=O)[O-])cc2)[C@@H](c2ccc(CO)cc2I)N1C1CCCCC1 | 44 |

Screens: PubChem, Broad Institute
